Screening data deposited in PubChem BioAssay by The Scripps Research Institute Molecular Screening Center.
V1R ag counter – agonists of human V1a receptor, primary screen, counter-screen for OXTR agonist project, fluorescence, CHO-V1R cells | Fluo-8 calcium fluorescence, agonist mode; 0% DMSO, 100% 3 nM vasopressin | activation, % at 3 µM | 320,000 tested, 0.25% active;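 active = activation above the mean activation of all tested compounds plus 3 SD, per screening run, cut at about 20% in these data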;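 also: signal is peak over basal fluorescence ratio across a 100 second FLIPR read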
Target sequence (P37288 whole entry, looked up): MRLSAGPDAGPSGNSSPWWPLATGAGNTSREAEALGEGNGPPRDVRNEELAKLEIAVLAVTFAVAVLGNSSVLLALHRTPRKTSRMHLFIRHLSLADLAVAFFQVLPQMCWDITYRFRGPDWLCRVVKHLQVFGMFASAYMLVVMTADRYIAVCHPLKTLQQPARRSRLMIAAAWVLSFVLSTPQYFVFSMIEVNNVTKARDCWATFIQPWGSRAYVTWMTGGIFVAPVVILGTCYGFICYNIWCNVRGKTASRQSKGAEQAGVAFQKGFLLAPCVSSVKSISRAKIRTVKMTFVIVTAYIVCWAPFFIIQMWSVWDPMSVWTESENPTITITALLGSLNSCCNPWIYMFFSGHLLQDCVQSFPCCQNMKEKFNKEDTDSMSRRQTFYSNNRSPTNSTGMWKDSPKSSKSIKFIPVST
OXTR ag – human OXTR agonists, primary screen, fluorescence, CHO-OTR cells, Fluo-8 calcium | Fluo-8 calcium fluorescence; normalized: DMSO 0%, oxytocin 100% | 320,000 tested, 0.32% active | activation, % at 3 µM | AID 2435, 2010;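 active = activation above the mean of all tested compounds plus 3 SD, cutoff set per screening run, cut at about 20% in these data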;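 also: peak over basal fluorescence ratio from a 100 s FLIPR kinetic read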
Target sequence (P30559 whole entry, looked up): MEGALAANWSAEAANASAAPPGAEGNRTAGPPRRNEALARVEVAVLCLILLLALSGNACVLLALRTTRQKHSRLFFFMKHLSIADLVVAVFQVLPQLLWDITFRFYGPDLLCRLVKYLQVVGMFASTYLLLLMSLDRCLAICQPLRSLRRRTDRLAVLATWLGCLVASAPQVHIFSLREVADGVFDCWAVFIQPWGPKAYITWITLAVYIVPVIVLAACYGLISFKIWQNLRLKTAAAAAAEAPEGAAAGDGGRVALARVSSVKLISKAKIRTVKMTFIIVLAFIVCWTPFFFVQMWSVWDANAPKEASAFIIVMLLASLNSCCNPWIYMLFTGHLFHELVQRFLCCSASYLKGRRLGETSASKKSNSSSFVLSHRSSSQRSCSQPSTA
GalR3 antagonist – GalR3 antagonists in HEK293 cells, primary screen, cell-based, fluorescence readout | Galanin receptor type 3 (Homo sapiens), O60755 | HEK293 GalR3-CNG cAMP membrane potential fluorescence; galR3 body fused to GalR1 C-terminus | inhibition, % at 3 µM | 360,000 tested, 0.44% active;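 active = inhibition above the screen-wide average plus 3 SD, cut at about 13% in these data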;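 also: forskolin and galanin both at EC90 stimulate the cells; cAMP rise reported by CNG channel membrane potential dye signal; 0% = forskolin plus galanin with DMSO and 100% = forskolin alone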
Target sequence (O60755 1-299 limits assumed): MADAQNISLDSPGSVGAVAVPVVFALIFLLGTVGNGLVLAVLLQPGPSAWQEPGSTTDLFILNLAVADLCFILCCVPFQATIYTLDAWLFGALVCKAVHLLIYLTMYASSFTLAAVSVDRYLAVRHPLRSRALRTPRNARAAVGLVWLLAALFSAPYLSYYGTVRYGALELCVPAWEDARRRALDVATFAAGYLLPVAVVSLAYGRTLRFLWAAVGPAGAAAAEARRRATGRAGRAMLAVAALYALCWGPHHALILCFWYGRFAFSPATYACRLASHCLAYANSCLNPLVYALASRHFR
* marks the source's active call; other numbers are inactive results.

SMILES	V1R ag counter	OXTR ag	GalR3 antagonist
Cc1nc2ccc(NS(=O)(=O)c3ccccc3Cl)cc2s1	2.9	4.4	-1
COc1ccccc1C(=O)NCCCCNC(=O)c1ccccc1OC	-0.3	-0.2	-6
CCc1noc(C)c1C(=O)Oc1ccc(N(C)S(=O)(=O)c2ccccc2)cc1	3.0	-0.8	-5
CCN(CC(=O)NC1CCS(=O)(=O)C1)C(C)C(=O)Nc1ccc(F)cc1 (stereo not drawn)	-0.6	-0.1	-5
CCCn1c(C)cc(-c2csc(NC(=O)CCc3nc4ccccc4c(=O)[nH]3)n2)c1C	-0.5	-0.2	0
Cn1nc(C(=O)NNC(=O)c2cccc(Cl)c2)ccc1=O	1.9	1.4	-6
CC(C)C[C@H](NC(=O)c1nc[nH]c1C(=O)N1CCNCC1)C(=O)OCc1ccccc1	0.3	-0.5	-8
CCCn1c(SCC(=O)Nc2cc(S(=O)(=O)N3CCCCC3)ccc2C)n[nH]c1=O	-0.5	-1.0	1
CCC(=O)c1ccc(OCC(=O)NCc2ccccc2CN2CCCC2)cc1	-0.7	2.0	-4
O=C1N[C@H](Cc2ccccc2)COC(=O)[C@H](Cc2ccc(F)cc2)CC/C=C/C[C@@H]1CC(=O)N(CCO)Cc1ccccc1	3.5	1.7	-5
Cc1ccc(CNC(=O)CN2C(=O)NC3(CCCC3)C2=O)cc1	-0.8	-0.8	-4
CCOc1ccc(Nc2cc(C)nc3ccc(C)cc23)cc1	0.0	-1.3	4
CC(C(=O)N1CCCCC1)N(C)CC(=O)Nc1cccc(F)c1 (stereo not drawn)	0.0	1.4	-2
O=C(O)C1=CC[C@@H](c2ccc(Cl)cc2)N(S(=O)(=O)c2ccc(Cl)cc2)[C@H]1c1cccc(Cl)c1	-0.8	-2.0	-3
COc1ccc(NC(=O)COC(=O)CNC(=O)C2CCCCC2)cc1OC	-0.3	0.6	-4
COc1cccc(CC(=O)OC(C)C(=O)Nc2ccc(N3CCOCC3)cc2)c1 (stereo not drawn)	4.2	4.8	-4
Cc1cnc(C(=O)OCC(=O)Nc2cc(-c3ccccc3)nn2-c2ccccc2)cn1	1.4	-0.5	-5
CN(CC(=O)Nc1c(Cl)cccc1Cl)C(=O)C1=COCCO1	0.0	-0.4	-4
O=C(COC(=O)c1ccc2ncsc2c1)Nc1cccc(Cl)c1	11	9.1	-5
O=C(COC(=O)c1cc(Br)ccc1O)c1ccc(F)cc1	0.1	-0.8	-7

In another format: entries from further up.
mol,V1R ag counter,OXTR ag,GalR3 antagonist
COc1ccccc1C(=O)NCCCCNC(=O)c1ccccc1OC,-0.3,-0.2,-6
O=C(O)C1=CC[C@@H](c2ccc(Cl)cc2)N(S(=O)(=O)c2ccc(Cl)cc2)[C@H]1c1cccc(Cl)c1,-0.8,-2.0,-3

Continuation.
SMILES	V1R ag counter	OXTR ag	GalR3 antagonist
Cc1ccsc1C(=O)OCC(=O)NCc1ccc(Cl)cc1	0.2	-1.0	-5
NS(=O)(=O)c1ccc(CNC(=O)Cc2ccc(S(=O)(=O)N3CCOCC3)s2)cc1	-0.3	0.8	0
O=C(NCc1ccccc1CN1CCCC1)c1cccc(S(=O)(=O)Nc2ccc(F)cc2)c1	3.6	5.9	-5
O=C(COC(=O)CNC(=O)C1CCCCC1)Nc1ccccc1Cl	-0.6	-0.3	-7
CCN(CC)CCNc1oc(-c2ccccc2)nc1S(=O)(=O)c1ccccc1	0.4	4.7	-9
Cc1cc(OCC(=O)OCC(=O)NCc2ccco2)ccc1Cl	3.8	2.0	0
CC(Sc1nncn1C)C(=O)NCCC1=CCCCC1 (stereo not drawn)	2.5	0.9	-3
O=C(CN1c2cccc3cccc(c23)S1(=O)=O)NCc1ccc(Cl)cc1	1.7	-0.2	1
CN(Cc1nc2ccccc2c(=O)[nH]1)C(=O)c1ccc(S(=O)(=O)N2CCCC2)cc1	-0.2	2.6	-6
COc1ccc(NC(=O)Nc2ccc3[nH]ccc3c2)cc1	-0.4	0.0	-2
COc1ccccc1NC(=O)C(C)OC(=O)CCCOc1ccccc1 (stereo not drawn)	-1.5	-1.9	0
O=C(COc1ccc(Br)cc1)Nc1ccccc1C(=O)NC1CC1	-0.3	-1.5	-5
CC(=O)c1c(C)[nH]c(C(=O)OCC(=O)NCc2ccc3c(c2)OCO3)c1C	0.8	0.8	-5
O=c1cc(-c2ccc(O)cc2)oc2ccc3ccccc3c12	0.9	0.5	-5
CCCCN(C(=O)COC(=O)c1ccc(C)s1)c1c(N)n(CCC)c(=O)[nH]c1=O	0.2	-0.2	-6
CC(C)N1CC(COc2ccccc2Cl)OC1=O (stereo not drawn)	-1.5	-0.3	-7
NS(=O)(=O)c1cnccc1Oc1cccc(Cl)c1	-0.5	0.0	-4
CN(CC(=O)Nc1ccccc1Cl)C(=O)C1CSC2(C)CCC(=O)N12 (stereo not drawn)	0.2	0.7	-5
Cc1ccc(/C=C/C(=O)OCC(=O)Nc2cccnc2Cl)o1	0.6	0.5	-3
O=C(Cc1c[nH]c2ccccc12)NCC(=O)Nc1ccc(F)c(F)c1F	0.3	1.3	-3
CCc1ccc(C(=O)OCC(=O)N(CC)c2c(N)n(Cc3ccccc3)c(=O)[nH]c2=O)cc1	0.4	0.8	-7
CC(=O)Nc1ccc(NC(=O)C(C)OC(=O)C(C)SCC(=O)Nc2ccc(F)cc2)cc1 (stereo not drawn)	-0.6	-0.1	-3
CCOC(=O)C1CCN(C(=O)COC(=O)CSc2ccc([N+](=O)[O-])cc2)CC1	-0.6	-2.3	-1
COc1ccc(-c2cc(C(=O)Nc3cc(S(N)(=O)=O)ccc3C)c3ccccc3n2)cc1OC	-0.8	-0.5	0
CC(=O)c1cccc(NC(=O)COC(=O)c2ccc3c(c2)OCO3)c1	3.1	2.0	0
C[C@@H]1COC(=O)CCC/C=C\C[C@@H](CC(=O)N(CCO)Cc2ccccc2)C(=O)N1	1.3	0.1	-4
CCCc1nnc(SCC(=O)Nc2ccc(NC(C)=O)cc2)n1-n1cccc1	0.5	1.4	-3
Cc1nnc(NC(=O)c2ccc(F)c(S(=O)(=O)N3CCOCC3)c2)s1	0.0	0.5	-7
Cc1cccc(NC(=O)CN(C)C(=O)C2CC2)c1C	9.9	3.4	1
CCc1ccc(C(=O)OCC(=O)N2CCCCCC2)cc1	-0.4	-2.0	-4
Cc1ccc(S(=O)(=O)NCCC(=O)OCC(=O)N2CCCC2=O)cc1	-1.2	0.1	-2
COc1ccc(/C=C/C(=O)NNC(=O)c2ccncc2)c(OC)c1	-0.5	-0.1	-1
CC[C@@H]1C=C(C(=O)O)[C@H](c2ccc(C)cc2)N1S(=O)(=O)c1ccc(C)cc1	0.4	0.2	-7
CCOC(=O)C1=C(C)NC(C)=C(C(=O)OCC)C1C(=O)OCC(=O)N(C)Cc1ccccc1	-0.3	-0.2	-7
CCOC(=O)c1ncccc1NC(=O)CC(=O)Nc1cccnc1C(=O)OCC	0.1	-1.6	-1
CC1CC1C(=O)OCC(=O)N(C)c1c(N)n(Cc2ccccc2)c(=O)[nH]c1=O (stereo not drawn)	-0.4	0.6	4
COc1ccc(C(CNC(=O)c2cccc(NS(=O)(=O)c3ccc(Br)cc3)c2)N(C)C)cc1 (stereo not drawn)	7.4	9.1	-8
Cc1ccc(-c2csc(N3CCC(C(N)=O)CC3)n2)cc1	0.8	2.1	-4
Cc1cccc(C)c1NC(=O)CN(C)CC(=O)N(C)CC(=O)Nc1ccccc1Br	0.4	1.6	2
COc1ccc(N(CC(=O)NC2CCS(=O)(=O)C2)S(=O)(=O)c2cc(C)ccc2C)cc1 (stereo not drawn)	-0.5	0.5	-6

4 of the entries above in order of the GalR3 antagonist value, lowest first.
| SMILES | GalR3 antagonist |
| --- | --- |
| CCCc1nnc(SCC(=O)Nc2ccc(NC(C)=O)cc2)n1-n1cccc1 | -3 |
| Cc1ccc(S(=O)(=O)NCCC(=O)OCC(=O)N2CCCC2=O)cc1 | -2 |
| CC(=O)c1cccc(NC(=O)COC(=O)c2ccc3c(c2)OCO3)c1 | 0 |
| Cc1cccc(C)c1NC(=O)CN(C)CC(=O)N(C)CC(=O)Nc1ccccc1Br | 2 |

Next section:
SMILES	V1R ag counter	OXTR ag	GalR3 antagonist
C=CCN(c1ccccc1)S(=O)(=O)c1cccc(C(=O)NCc2ccco2)c1	0.3	1.8	-2
O=C(CCC(=O)c1ccccc1)Nc1ccccc1	-0.1	-0.9	5
CCOc1ccc2nc(NC(=O)C3CSC4(C)CCC(=O)N34)sc2c1 (stereo not drawn)	0.4	0.0	0
N#Cc1ccc(OCC(=O)N2CCN(S(=O)(=O)c3cccc(Cl)c3)CC2)cc1	5.3	2.2	-7
CCOc1ncccc1C(=O)Nc1cc(S(=O)(=O)N(CC)CC)ccc1N1CCOCC1	-2.0	-2.6	2
Cc1cc(NC(=O)CSCC(=O)N(C)Cc2ccc(Cl)cc2Cl)no1	-0.6	-0.1	-4
CC(=O)c1ccc(NC(=O)CN2C(=O)NC(C)(C3CCCCC3)C2=O)cc1 (stereo not drawn)	0.9	-0.2	-5
NCCCC[C@@H](C(=O)N1CCNCC1)n1cc(CN)nn1	0.6	0.1	-1
CC1CCCCC12NC(=O)N(CC(=O)OCc1c(F)cccc1Cl)C2=O (stereo not drawn)	-0.9	-2.1	-2
O=C(COC(=O)c1ccccc1OC(F)F)Nc1ccc(N2CCCCC2)cc1	0.1	-0.7	-5
CC1CC(C)CN(C(=O)c2ccc(Br)c(S(=O)(=O)N3CCOCC3)c2)C1 (stereo not drawn)	0.0	2.1	-1
COc1ccc(C(=O)OCC(=O)NCc2cccs2)c(OC)c1OC	-0.4	0.1	1
NS(=O)(=O)c1ccc(CCNC(=O)C2CC(=O)N(Cc3ccccc3Cl)C2)cc1 (stereo not drawn)	0.0	0.2	-5
COc1ccc2c(c1)O/C(=C\c1ccccc1O)C2=O	1.8	1.8	0
CCCN(CC(=O)Nc1ccc(F)c(F)c1F)C(=O)c1ccc(N2CCCC2=O)cc1	0.5	0.4	-1
CN(CC(=O)Nc1ccc(OC(F)(F)F)cc1)C(=O)C1CCC1	1.2	3.1	-4
CCN(C(=O)COc1cccc(-n2cnnn2)c1)C1CCS(=O)(=O)C1 (stereo not drawn)	0.2	0.9	-3
O=C(OCC(=O)N1CCOCC1)c1ccc2ccccc2c1	0.5	-0.3	1
CN(C)C(CNC(=O)CCc1nc2cc(Cl)ccc2n(Cc2ccccc2)c1=O)c1ccccc1 (stereo not drawn)	-1.6	0.5	-6
O=C(NCCCN1CCCC1=O)c1ccc(S(=O)(=O)Nc2ccccc2)cc1	0.3	1.2	-1

An excerpt from above, showing only V1R ag counter.
mol	V1R ag counter
CC1CC(C)CN(C(=O)c2ccc(Br)c(S(=O)(=O)N3CCOCC3)c2)C1 (stereo not drawn)	0.0
NCCCC[C@@H](C(=O)N1CCNCC1)n1cc(CN)nn1	0.6
COc1ccc2c(c1)O/C(=C\c1ccccc1O)C2=O	1.8
CCOc1ncccc1C(=O)Nc1cc(S(=O)(=O)N(CC)CC)ccc1N1CCOCC1	-2.0

Remaining list, next part.
SMILES	V1R ag counter	OXTR ag	GalR3 antagonist
Cc1ccc(OCC(=O)NNC(=O)C2CSC3(C)CCC(=O)N23)cc1 (stereo not drawn)	0.8	-0.5	-4
Cc1cc(Cl)ccc1OCC(=O)OCC(=O)NC1CCS(=O)(=O)C1 (stereo not drawn)	0.3	0.7	-3
CC[C@@H](C)[C@@H]1CN([C@@H](CN2CCC[C@H]2CN2C(N)=NC[C@H]2CC(C)C)C(C)C)C(=N)N1CCc1ccc(Cl)c(Cl)c1	2.1	0.3	0
O=C(/C=C/c1cccc(F)c1)OCC(=O)N1CCCC1	1.5	0.5	-4
Cc1csc(SCC(=O)NC(=O)c2ccccc2)n1	0.5	-0.2	-2
CCN(C(=O)COc1ccc2ccc(=O)oc2c1)C1CCCCC1	-0.1	5.8	-8
Cc1cccc(CNc2ccc(S(=O)(=O)N3CCCCC3)cc2)c1	1.7	-1.6	-4
Cc1ccc(C)c(OCC(=O)N2CCN(c3ncccn3)CC2)c1	0.1	2.1	-7
COc1ccc(N2CCN(C(=O)Cc3csc(NC(=O)Nc4ccccc4OC)n3)CC2)cc1	6.8	1.8	-2
O=C(Sc1ccc(Cl)cc1)c1ccccn1	0.6	-1.6	-2
Cc1ccc(NC(=O)COc2ccc(N(C)S(=O)(=O)c3ccc(F)cc3)cc2)cc1	3.2	0.7	-8
N#Cc1sc2nccc(Nc3ccccc3)c2c1N	8.0	8.4	-1
CCN(CC)CCNC(=O)c1ccc(NC(=O)c2ccc(C(=O)c3ccccc3)cc2)cc1	-0.1	0.4	-4
Cc1ccc(S(=O)(=O)NC(C)(C)C)cc1C(=O)OC(C)C(=O)NC1CC1 (stereo not drawn)	0.5	0.0	-4
CC(C)Oc1ccc(C(=O)Nc2cccc(S(=O)(=O)N3CCCC3)c2)cc1	4.3	3.4	-4
Cc1cc(C)c(C(=O)COC(=O)Cn2nc(-c3ccccc3)oc2=O)cc1C	0.9	-0.8	-5
CN(C(=O)CN1C(=O)NC2(CCc3ccccc32)C1=O)C1CCCCC1 (stereo not drawn)	0.5	0.3	-5
CC(C)CCCN1C(N(C)C)=NC[C@@H]1C	-0.6	-0.3	-7
O=S(=O)(NCCCCCNS(=O)(=O)c1c(F)cccc1F)c1ccc2c(c1)OCCO2	5.1	5.0	-5
CN(CC(=O)Nc1ccc(N2CCOCC2)cc1)C(=O)c1ccc(CS(C)(=O)=O)cc1	0.8	1.0	-2
Cc1cccc(C)c1NC(=O)CNC(=O)c1ccc(COc2ccccc2)o1	0.4	0.4	-4
COc1ccc(-c2nc(C3CCCCC3)c3cc(OC)ccc3n2)cc1	0.8	0.8	-6

Not all compounds are listed; the hit share may differ from the screen's.
